Source: PubChem (National Center for Advancing Translational Sciences (NCATS))
GoLoco inh red: qHTS Assay for Inhibitors of RGS12 GoLoco Motif Activity (Red Fluorophore). Guanine nucleotide-binding protein G(i) subunit alpha-1 (Homo sapiens), P63096. Gai1:RGS12 GoLoco peptide FP, rhodamine, 10 min. AID 880, 2007. actives 0.44% (n = 230,000). Potency, µM (doses to about 61.6 µM), inactives show top-dose activity, negative = inhibition, usual class: inhibitors; active = well fitted inhibition curve with a large enough effect, not every such curve was filed as active; inactive = no such curve, though single readings can be large or run the other way; note: nearly all actives have a fitted effect of over 30% in size; many of its hits are not listed in these tables
KDM4E inh: qHTS Assay for Inhibitors of Human Jumonji Domain Containing 2E (JMJD2E); actives 1.6% (n = 230,000); Potency, µM (titrated, usually from 57.1 µM), for inactives: at the highest dose activity change, negative = inhibition, usual class: inhibitors; Lysine-specific demethylase 4E (Homo sapiens), B2RXH2; JMJD2E catalytic domain, FDH-coupled NADH fluorescence (FDH is formaldehyde dehydrogenase); active = well fitted inhibition curve with a large enough effect, not every such curve was filed as active; inconclusive = small, poorly fitted or top-dose-only effect, or another doubt; inactive = no such curve, though single readings can be large or run the other way;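 note: 0% = wells with enzyme and -100% = buffer wells without enzyme; nearly all actives have a fitted effect of over 50% in size; many of its hits are not listed in these tables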
Target sequence (B2RXH2 1-337 limits assumed): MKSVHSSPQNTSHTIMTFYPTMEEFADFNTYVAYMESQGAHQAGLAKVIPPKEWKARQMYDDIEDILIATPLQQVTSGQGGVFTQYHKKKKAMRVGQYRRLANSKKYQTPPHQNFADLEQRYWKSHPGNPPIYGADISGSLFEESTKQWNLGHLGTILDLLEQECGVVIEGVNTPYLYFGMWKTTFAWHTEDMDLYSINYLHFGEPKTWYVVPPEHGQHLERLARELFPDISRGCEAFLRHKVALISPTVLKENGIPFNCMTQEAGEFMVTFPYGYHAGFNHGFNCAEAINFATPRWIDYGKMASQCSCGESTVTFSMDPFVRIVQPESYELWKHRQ
TexasRed fluor: Total Fluorescence Counterscreen for Inhibitors of the Interaction of Thyroid Hormone Receptor and Steroid Receptor Coregulator 2 | TRb/SRC2 Texas Red total fluorescence interference | Potency, µM (highest dose often 106 µM), for the others: at the highest dose fluorescence change, negative = quenching | actives 0.29% (n = 280,000); active = well fitted curve in either direction with a large enough effect; inconclusive = small, poorly fitted or top-dose-only effect
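Flags fluorescent or light-absorbing compounds by total fluorescence, S + 2P, at 555 nm excitation and 632 nm emission. Mixture: 20 nM Texas Red SRC2 peptide, 0.6 uM human TRb LBD, 1 uM T3, 5% DMSO; compound exposure 5 h at ambient temperature.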
TRb SRC2 PPI: qHTS for Inhibitors of the Interaction of Thyroid Hormone Receptor and Steroid Receptor Coregulator 2 | Thyroid hormone receptor beta (Homo sapiens), P10828 | TRbeta-SRC2 peptide binding, fluorescence polarization; receptor liganded with 1 µM T3 | Potency, µM (top dose mostly 106 µM), for the others: at the highest dose activity change, negative = inhibition, most hits filed as inhibitors | actives 0.065% (n = 280,000) | AID 1469, 2008;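 note: plate controls were bound peptide for no effect and peptide without receptor for full effect; nearly all actives have a fitted effect of over 50% in size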
Target sequence (P10828 whole entry, looked up): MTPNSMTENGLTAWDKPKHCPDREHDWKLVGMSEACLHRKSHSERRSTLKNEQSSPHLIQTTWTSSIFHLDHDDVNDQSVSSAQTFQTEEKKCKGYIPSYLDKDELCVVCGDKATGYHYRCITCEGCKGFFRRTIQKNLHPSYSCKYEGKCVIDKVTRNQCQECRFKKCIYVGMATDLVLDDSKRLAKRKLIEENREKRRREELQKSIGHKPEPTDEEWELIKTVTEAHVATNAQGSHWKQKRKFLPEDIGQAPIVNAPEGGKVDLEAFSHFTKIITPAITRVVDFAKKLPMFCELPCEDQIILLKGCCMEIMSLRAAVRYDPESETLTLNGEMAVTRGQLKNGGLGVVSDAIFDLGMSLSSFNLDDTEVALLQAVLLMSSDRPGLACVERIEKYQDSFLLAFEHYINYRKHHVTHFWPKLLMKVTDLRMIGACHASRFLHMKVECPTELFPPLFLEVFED
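Human TRb ligand-binding domain (0.6 uM) is mixed with 20 nM Texas Red SRC2 peptide and 1 uM T3; after compound addition and 5 hr at ambient temperature, polarization is measured and normalized to unbound and bound controls.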
Tau FP inhib: qHTS for Inhibitors of Tau Fibril Formation, Fluorescence Polarization. Microtubule-associated protein tau (Homo sapiens), P10636. Potency, µM (highest dose often 57.7 µM), inactives show at the highest dose activity, negative = inhibition, usual class: inhibitors. K18 P301L tau heparin fibrillization, Alexa594 FP, 6 h. actives 0.39% (n = 280,000); note: nearly all actives have a fitted effect of over 55% in size
Target sequence (P10636 561-689 P618L limits assumed): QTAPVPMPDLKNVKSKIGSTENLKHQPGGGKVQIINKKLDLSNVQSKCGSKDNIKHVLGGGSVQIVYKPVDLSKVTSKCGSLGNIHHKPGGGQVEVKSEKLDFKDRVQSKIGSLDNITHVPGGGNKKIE
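Steps: dispense K18 P301L tau (15 uM plus 0.24 uM Alexa 594 tracer, final) in pH 7 sodium acetate; add compound; add heparin (20 uM final); incubate 6 hr, 37 C; add ThT (30 uM final); after 1 hr ambient, read FP.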
Tau fibril ThT: qHTS for Inhibitors of Tau Fibril Formation, Thioflavin T Binding | Potency, µM (series often up to 57.4 µM), inactives show top-dose activity, negative = inhibition, most hits filed as inhibitors | Microtubule-associated protein tau (Homo sapiens), P10636 | actives 2.1% (n = 270,000) | AID 1460, 2008 | recombinant tau K18 P301L (four-repeat tau fragment), heparin-induced fibrillization, ThT fluorescence; note: nearly all actives have a fitted effect of over 55% in size
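Recombinant human tau K18 fragment […] carrying P301L, 15 uM unlabeled plus 0.24 uM Alexa 594-labeled, was fibrillized with 20 uM heparin in 100 mM sodium acetate pH 7 for 6 hr at 37 C; 30 uM ThT fluorescence read after 1 hr.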
L3MBTL1 inh: qHTS Assay for the Inhibitors of L3MBTL1. AlphaScreen L3MBTL1–H3K9me1 peptide binding. Potency, µM (top dose mostly 57.1 µM), for inactives: at the highest dose activity, negative = inhibition, usual class: inhibitors. actives 0.66% (n = 230,000). AID 485360, 2010; note: nearly all actives have a fitted effect of over 60% in size
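AlphaScreen proximity signal between nickel-chelate acceptor and streptavidin donor beads (final 10 ug/mL) reports binding of 50 nM L3MBTL1 to 75 nM biotin-H3 K9me1 peptide; complex incubated with compounds 30 min at room temperature; cefsulodin titration as control.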
RECQ1 inh: qHTS Assay for Inhibitors of RecQ-Like Dna Helicase 1 (RECQ1); ATP-dependent DNA helicase Q1 (Homo sapiens), P46063; RECQ1 DNA unwinding, red fluorescence kinetic read; Potency, µM (highest dose often 57.3 µM), for the others: at the top dose activity, negative = inhibition, most hits filed as inhibitors; actives 0.54% (n = 240,000);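 note: plate controls were vehicle for no effect and no enzyme for full effect; nearly all actives have a fitted effect of over 30% in size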
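50 nM RECQ1T1 preincubated 15 min with compound in Tris pH 8.0 buffer with MgCl2, DTT, Tween-20 and 2.5 ug/ml poly(dI-dC); started with 200 nM TAMRA/BHQ-2 forked duplex and 2 mM ATP. Unwinding read as fluorescence (525/598 nm), two reads 2 h apart.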
* hit, by the source's call; i = inactive; ? = inconclusive; · = no result given; & = joins results of further samples; ! = not active in a repeat; [ ] = dose if it differs, or a comment. Unless noted, calls come from the whole dose curve; as a rule, active = well fitted curve in the direction sought with a large enough effect; inconclusive = small, poorly fitted or top-dose-only effect, or another doubt; inactive = no such curve, though single readings can be large; an effect the other way counts as inactive or inconclusive. Unless noted, % is set by controls: 0 for no effect and ±100 for the full control effect; potency is the fitted concentration of half-maximal effect.

SMILES	GoLoco inh red	KDM4E inh	TexasRed fluor	TRb SRC2 PPI	Tau FP inhib	Tau fibril ThT	L3MBTL1 inh	RECQ1 inh
Cn1c(=O)n(C)c2cc(/C=N/NC(=O)c3cccc(Br)c3)ccc21	0%	?	2%	-8%	0%	?	·	-29%
COC(=O)c1ccccc1NC(=O)CSc1n[nH]c(C)n1	2%	-7%	3%&-3%	-5%&-11%	-1%&7%	3%&9%	-6%	i
CCc1ccccc1NCc1nnc2n1CCCCC2	·	·	0%	-4%	5%	0%	·	·
Cc1ccc(CN(Cc2ccco2)C(=O)COc2cccc(C)c2C)o1	·	·	-1%	0%	3%	1%	·	·
O=C(Nc1cccc(O)c1)c1cc(S(=O)(=O)N2CCCC2)ccc1Cl	7%	-2%	-3%	0%	4%	-16%	·	-9%
O=C(CNC(=O)OCc1ccccc1)Oc1cc2oc(=O)cc(-c3ccccc3)c2cc1Cl	8%	?	-4%	0%	4%	-14%	15%	-8%
COC(=O)C1=C(C)OC(N)=C(C#N)C1c1ccsc1 (stereo unspecified)	11%	-20%	-3%	0%	-3%	-10%	-2%	-3%
COc1ccc(/C=C2\SC(N3CCc4ccccc4C3)=NC2=O)cc1	14%	-7%	2%	-1%	-15%	?	-7%	-3%
CC(=O)c1cc(CN2C(=O)CCC2=O)cs1	0%	0%	-7%	-1%	-2%	13%	11%	-4%
Cc1ccc(N(CC(=O)Nc2ccc(Br)cc2)S(=O)(=O)c2cccs2)cc1	·	·	1%	-4%	-20%	9%	·	·
O=C(Cc1cccs1)NCc1cn2ccccc2n1	10%	?	-1%	0%	-5%	-8%	·	-8%
NC(=O)C(C(=O)/C=C/c1ccc(Cl)cc1)=C1SCCS1	10%	?	-8%	-1%	13%	-14%	·	-14%
COc1cc(OC)cc(-n2nnnc2SCC(=O)N2CCCc3ccccc32)c1	4%	-2%	-1%	-8%	-8%	-21%	3%	2%
COc1ccc(-c2cc(C(=O)Oc3cccc(C)c3)c3ccccc3n2)cc1	·	·	-3%	14%	-16%	-5%	·	·
Cc1ccc(NC(=O)CN2C(=O)CSc3ccc(S(=O)(=O)N4CCCC4)cc32)c(C)c1	·	·	-2%	3%	10%	1%	·	·
O=c1c(-c2ccccc2)[n+]([O-])c2ccccc2n1O	-11%	?	-8%	4%	-4%	-6%	·	i
O=C(Oc1coc(CSc2ncccn2)cc1=O)c1ccccc1[N+](=O)[O-]	-4%	?	-3%	1%	0%	?	·	-9%
COC(=O)CSc1nc(N)c2c3c(sc2n1)CCCC3	·	-11%	1%	-3%	-2%	?	1%	-12%
Cc1ccc(Cl)cc1N1CCN(C(=O)CCSCc2ccccc2F)CC1	·	·	0%	0%	7%	?	·	·
CCN(CC)C(=O)Oc1ccc(Br)cc1C(=O)Nc1ccc(F)cc1F	-10%	3%	-2%	-4%	-3%	-3%	1%	-3%
CN(C)S(=O)(=O)c1ccc(NC(=O)CN2CCc3ccccc32)cc1	-1%	-6%	-1%	1%	12%	6%	·	-2%
CCCOc1ccc(C(=O)CCNc2cccc(Cl)c2)cc1	-9%	-6%	-2%	-1%	6%	?	·	-5%
OC(CN(c1ccccc1)c1ccccc1)Cn1cnc2ccccc21 (stereo unspecified)	-4%	-16%	0%	-6%	-7%	?	·	i
Cc1cc(=O)n2[nH]cnc2n1	6%	4%	-8%	1%	-5%	9%	7%	-3%

Random excerpt: two compounds from above, in no set order.
SMILES	GoLoco inh red	KDM4E inh	TexasRed fluor	TRb SRC2 PPI	Tau FP inhib	Tau fibril ThT	L3MBTL1 inh	RECQ1 inh
CCN(CC)C(=O)Oc1ccc(Br)cc1C(=O)Nc1ccc(F)cc1F	-10%	3%	-2%	-4%	-3%	-3%	1%	-3%
O=C(Oc1coc(CSc2ncccn2)cc1=O)c1ccccc1[N+](=O)[O-]	-4%	?	-3%	1%	0%	?	·	-9%

Next section.
SMILES	GoLoco inh red	KDM4E inh	TexasRed fluor	TRb SRC2 PPI	Tau FP inhib	Tau fibril ThT	L3MBTL1 inh	RECQ1 inh
N#C/C(=C\c1ccc(C(=O)O)cc1)S(=O)(=O)c1cc(Br)ccc1Br	9%	-5%	-2%	3%	7%	-3%	12%	-4%
Cc1ccccc1CN1c2ccccc2S(=O)(=O)c2ccccc21	·	·	-6%	-5%	?	-11%	·	·
CC1CCOC(c2coc3ccccc3c2=O)O1 (stereo unspecified)	1%	2%	-3%	-2%	7%	9%	11%	-18%
CCNC(=S)NS(=O)(=O)c1ccc(C)cc1	·	-1%	4%	-6%	4%	1%	10%	4%
CCCCNC(=O)CCCn1c(=O)c2ccccc2n(Cc2ccc(Cl)cc2)c1=O	·	·	6%	8%	-6%	-2%	·	·
CCC(C(=O)O)N1C(=O)/C(=C/c2cccn2C)SC1=S (stereo unspecified)	5%	-24%	-2%	-2%	7%	13µM*	-4%	-7%
Cc1cccc(C)c1NC(=S)NC(=O)CCc1ccccc1	9%	6%	0%	2%	-1%	-15%	2%	-15%
CCc1ncc(/C=C2\C(=O)Nc3ccccc32)[nH]1	-2%	-9%	-4%	-3%	-6%	13µM*	-11%	-9%
O=C(/C=C/c1ccccc1[N+](=O)[O-])Nc1cccnc1	-4%	3%	1%	-1%	-12%	?	-4%	-10%
CC(C)(C)n1ncc2c(=O)n(CC(=O)c3ccccc3)cnc21	-6%	-1%	-1%	2%	6%	3%	-8%	9%
Cc1nc(CC(=O)Nc2ccc(C(N)=O)cc2)cs1	·	·	0%	-5%	1%	-4%	·	·
CCOC(=O)c1c(NC(=O)COc2cc(C)ccc2C(C)C)sc2c1CCCC2	·	·	?	-9%	8%	-2%	·	·
O=C(OCn1nnc2ccccc2c1=O)c1ccc(O)cc1	-3%	-1%	1%	-3%	-6%	-3%	5%	-2%
O=C1Nc2ccccc2OC1CC(=O)N1CCN(c2cccc(C(F)(F)F)c2)CC1 (stereo unspecified)	5%	8%	1%	-9%	5%	?	·	-7%
CCOc1ccccc1-n1c(N)c(C(=O)OC)c2nc3ccccc3nc21	·	·	-3%	9%	-6%	-2%	·	·
COc1cccc2c1OC1(C)CC2/C(=C(\C)O)C(=O)N1 (stereo unspecified)	5%	1%	1%	-8%	0%	3%	13%	i
Cc1ccc(NC(=O)NC2CCCN2S(=O)(=O)c2ccc(Cl)cc2)cc1 (stereo unspecified)	-8%	-2%	-5%	-2%	-6%	-10%	·	-14%
Cc1ccc(N2C(=O)CSC2c2cccnc2)c(Cl)c1 (stereo unspecified)	12%	-5%	-4%	-4%	7%	·	·	0%
CCC(CC)C(=O)N=C1SC2CS(=O)(=O)CC2N1CCc1ccc(OC)cc1 (stereo unspecified)	8%	2%	-1%	-13%	4%	2%	·	i
c1ccc(-c2cc(-c3nnco3)c3ccccc3n2)nc1	-16%	?	-4%	0%	2%	-5%	-16%	-12%
O=S(=O)(c1ccc(F)cc1)N1CCN(c2ncnc3c2cnn3-c2ccccc2)CC1	4%	?	2%	-2%	-11%	-1%	?	-1%
Cc1noc(C)c1COc1ccc(C(=O)OCC(=O)NC23CC4CC(CC(C4)C2)C3)cc1	-4%	1%	0%	2%	0%	?	·	-23%
CC(=O)N(CCC(Cc1ccccc1)c1ccc2c(c1)OCO2)Cc1ccccc1F (stereo unspecified)	·	0%	-2%	0%	-3%	?	7%	-13%
COc1cc(OC)cc(-n2c(=O)c3ccccc3n(Cc3ccccc3C#N)c2=O)c1	·	·	-4%	-3%	-8%	-10%	·	·
CCOC(=O)C1(C(F)(F)F)N=C(c2cccnc2)OC(N2CCOCC2)=N1 (stereo unspecified)	5%	0%	1%	-14%	-2%	1%	?	?
COc1ccc(NC(=S)Nc2cc(C)[nH]n2)cc1Cl	-20%	2%	-1%	-7%	-7%	·	·	25%
Cn1nc(C(C)(C)C)cc1NC(=O)Nc1ccc(Cl)cc1	11%	-8%	-5%	6%	?	-8%	5%	i
CCOc1ccc(C2=C(C=C(C#N)C#N)C(c3ccccc3)c3ccccc3O2)cc1 (stereo unspecified)	9%	7%	1%	-6%	-8%	?	-8%	-13%
CC(C)(C)c1nc2scc(-c3ccc(Br)cc3)c2c(=O)o1	13%	9%	-3%	-3%	4%	-5%	?	-3%
COCCCN(C(=O)Nc1cccc(Cl)c1)C(C)c1ccccn1 (stereo unspecified)	-3%	12%	-2%	-3%	-8%	-13%	-1%	3%
CC(=O)c1ccc(NC(=O)CCn2nc(C)c(S(=O)(=O)N3CCC(C)CC3)c2C)cc1	·	·	-1%	0%	2%	5%	·	·
Cc1cccc2cc(CN(Cc3cccs3)C(=S)NCc3ccco3)c(=O)[nH]c12	7%	-14%	5%	11%	-22%	-9%	-15%	-10%
O=C(c1ccc(CN2CCOCC2)cc1)N1CCN(c2cccc(Cl)c2)CC1	-6%	3%	-2%	-3%	-1%	-4%	·	-7%
COc1ccc(C)cc1NC(=O)CSc1nnc(COc2ccc(C)cc2)n1Cc1ccco1	-3%	-1%	0%	7%	3%	?	-5%	-10%
CCCCC1=CC2=C(c3ccco3)C(=O)C(C)(OC(=O)c3ccc(OC)cc3)C(=O)C2=CN1Cc1ccccc1 (stereo unspecified)	10%[14.2 µM]	16µM*!	-1%[11.2 µM]	1%[11.2 µM]	5%[11.6 µM]	13µM*!	·	?
CCOC(=O)c1c(NC(=O)C(C)Sc2cn(CCNC(=O)c3ccc(OCC)cc3)c3ccccc23)sc2c1CCC2 (stereo unspecified)	·	·	3%	7%	-5%	?	·	·

A portion of the library. The share of hits here may be higher or lower than overall.
